Source: PubChem (several laboratories)
FXN GAA850 act: FXN promoter activators, primary screen, cell-based, luciferase luminescence, HEK293 lucGAA850 | HEK293 lucGAA850 FXN promoter luciferase reporter, 24 h; percent of 10 µM SAHA response | activation, % at 6 µM | 360,000 tested, 0.56% active;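 active = activation above the average of all compounds screened plus 3 SD, cutoff fixed separately per campaign, cut at about 7.5% in these data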;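 also: 0% = DMSO wells and 100% = 10 µM SAHA wells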
GC-B act: human GC-B receptor activators, primary screen, HEK293 GC-B cells, cGMP TR-FRET, EC30 CNP; Atrial natriuretic peptide receptor 2 (Homo sapiens), P20594; 0% at EC30 CNP, 100% saturating CNP; activation, % at 10 µM; 370,000 tested, 0.11% active; AID 1920062, 2024;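 active = activation at 10 µM reaching about 35% in either raw or pattern-adjusted values, limit read from the data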
Target sequence (P20594 whole entry, looked up): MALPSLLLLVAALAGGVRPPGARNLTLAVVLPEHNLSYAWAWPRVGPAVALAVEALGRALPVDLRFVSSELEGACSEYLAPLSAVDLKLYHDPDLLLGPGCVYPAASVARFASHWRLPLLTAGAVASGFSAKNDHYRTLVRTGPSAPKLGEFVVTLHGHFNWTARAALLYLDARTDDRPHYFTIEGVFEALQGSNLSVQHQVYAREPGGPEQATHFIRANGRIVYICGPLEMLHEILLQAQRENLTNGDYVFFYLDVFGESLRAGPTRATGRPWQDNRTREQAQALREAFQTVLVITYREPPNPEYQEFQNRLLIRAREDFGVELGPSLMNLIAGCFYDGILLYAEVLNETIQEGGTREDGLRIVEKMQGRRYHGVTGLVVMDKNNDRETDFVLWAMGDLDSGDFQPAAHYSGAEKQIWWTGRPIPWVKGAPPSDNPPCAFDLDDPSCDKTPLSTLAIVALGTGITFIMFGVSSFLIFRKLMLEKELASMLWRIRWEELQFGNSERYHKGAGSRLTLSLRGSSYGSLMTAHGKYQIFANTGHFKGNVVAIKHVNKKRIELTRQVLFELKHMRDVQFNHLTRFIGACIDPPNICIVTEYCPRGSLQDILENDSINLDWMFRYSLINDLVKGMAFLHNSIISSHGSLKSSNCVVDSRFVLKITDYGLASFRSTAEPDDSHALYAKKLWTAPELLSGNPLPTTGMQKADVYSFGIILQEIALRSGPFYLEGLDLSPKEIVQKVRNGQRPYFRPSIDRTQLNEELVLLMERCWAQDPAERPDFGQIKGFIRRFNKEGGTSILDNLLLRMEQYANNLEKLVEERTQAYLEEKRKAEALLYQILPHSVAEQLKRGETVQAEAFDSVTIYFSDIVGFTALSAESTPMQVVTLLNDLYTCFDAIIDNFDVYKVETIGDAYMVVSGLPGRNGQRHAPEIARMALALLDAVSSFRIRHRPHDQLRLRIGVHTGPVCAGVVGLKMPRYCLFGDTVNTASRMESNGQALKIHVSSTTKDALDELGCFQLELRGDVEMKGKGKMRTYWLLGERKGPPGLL
hcDAF-12 act: H. contortus DAF-12 nuclear receptor activators, primary screen, cell-based, luminescence, HEK293, lit1-tk-luc reporter; activation, % at 6.8 µM; 370,000 tested, 1.4% active; HEK293 hcDAF-12 lit1-tk-luc reporter; 0% DMSO, 100% Δ7-dafachronic acid;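 active = activation above the mean of all tested compounds plus 3 SD, cut at about 5.5% in these data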;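 also: 100% = response to 3 µM Δ7-dafachronic acid high control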
DAX1 inh-1: DAX1 (NR0B1) inhibitors, primary screen, cell-based, HEK293, Gal4-DAX1, luciferase luminescence; 340,000 tested, 0.99% active; Nuclear receptor subfamily 0 group B member 1 (Homo sapiens), P51843; AID 504766, 2011; HEK293 Gal4-DAX1 luciferase reporter; inhibition, % at 6.75 µM;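 active = inhibition above the mean over all tested compounds plus 3 SD, cut at about 4.2% in these data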;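 also: 0% = DAX1-transfected cells with DMSO and 100% = empty-vector control cells with DMSO; inhibition shows as a rise in luminescence from relieved DAX1 repression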
HGIII-sPLA2 inh: human group III sPLA2 inhibitors, primary screen, biochemical, QFRET, BODIPY PC-A2 liposome substrate. Group 3 secretory phospholipase A2 (Homo sapiens), Q9NZ20. AID 743126, 2013. 370,000 tested, 0.56% active. inhibition, % at 12.2 µM. QFRET BODIPY PC-A2 liposome hydrolysis, fluorescence;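 active = inhibition above mean plus 3 SD of compounds lying within the high and low control bounds, cut at about 19% in these data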;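 also: 0% = median of test compound wells and 100% = no enzyme DMSO wells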
hgDAF-12 ag: H. glycines DAF-12 receptor agonists, primary screen, cell-based, luminescence, HEK293, GAL4 fusion, UAS-luciferase | Nuclear hormone receptor DAF-12 (Heterodera glycines), GAL4 fusion | activation, % at 6.8 µM | HEK293 GAL4-hgDAF12 UAS-luciferase reporter, agonist luminescence; normalized to butyrate control | 370,000 tested, 1.8% active;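 active = activation above a cutoff set at the mean of all screened compounds plus 3 SD, cut at about 10% in these data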;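 also: 0% = DMSO wells and 100% = sodium butyrate wells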
KLK7 zymogen act: proKLK7 zymogen activators, primary screen, biochemical, fluorescence intensity | purified proKLK7, EDANS-DABCYL substrate fluorescence; 100% is mature enzyme control, 0% vehicle | activation, % at 7 µM | 370,000 tested, 0.9% active | AID 652039, 2013;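 active = activation above the mean of all tested compounds plus 3 SD, computed per campaign excluding outliers beyond control limits, cut at about 13% in these data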
SMARCA2 activ: SMARCA2 (BRM) function activators, primary screen, cell-based, luminescence, high throughput; activation, % at 9.1 µM; 370,000 tested, 1% active; MG213 cells, MMTV-luciferase reporter, dexamethasone, overnight; AID 652017, 2013; in the data active = activation above about 7.8%;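 also: 0% = vehicle wells and 100% = reference activator wells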
ssDAF12 agonist: S. stercoralis DAF-12 nuclear receptor activators, primary screen, cell-based, luminescence, HEK293, GRIP1 co-expression, lit1-tk-luc | 370,000 tested, 1% active | activation, % at 6.8 µM | HEK293 ssDAF-12/GRIP1 lit1-tk-luc reporter; % of 3 µM dafachronic acid response | AID 652126, 2013 | Nuclear hormone receptor DAF-12 (Strongyloides stercoralis);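 active = activation above the mean over all tested compounds plus 3 SD, cut at about 0.9% in these data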;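 also: 0% = DMSO-only wells and 100% = 3 µM delta7-dafachronic acid wells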
DAX1 inh-2: DAX1 (NR0B1) inhibitors on StAR promoter, primary screen, cell-based, luminescence, SF-1 (NR5A1), full-length DAX-1. AID 652010, 2013. HEK293T StAR-luciferase reporter, SF-1/DAX-1 repression relief. inhibition, % at 6.8 µM. 370,000 tested, 1.1% active;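 active = inhibition above the mean over all tested compounds plus 3 SD, cut at about 3.6% in these data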;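 also: 0% = DAX-1 cells with DMSO and 100% = cells lacking DAX-1 with DMSO; higher inhibition means more luminescence from relief of DAX-1 repression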
GC-A act: GC-A stimulated cGMP production enhancers – HEK293 GC-A cells, cGMP TR-FRET, EC30 ANP, primary screen | AID 1671463, 2021 | 0% at EC30 ANP, 100% saturating ANP | Atrial natriuretic peptide receptor 1 (Homo sapiens), P16066 | activation, % at 10 µM | 370,000 tested, 0.14% active; in the data active = activation above about 40%
* = called active by the depositor; x = no result given; & = joins results of further samples.

SMILES	FXN GAA850 act	GC-B act	hcDAF-12 act	DAX1 inh-1	HGIII-sPLA2 inh	hgDAF-12 ag	KLK7 zymogen act	SMARCA2 activ	ssDAF12 agonist	DAX1 inh-2	GC-A act
OCC[C@@H]1C[C@H](O)[C@@H](O)[C@@]2(OCCCc3cc(C(F)(F)F)ccc32)O1	x	0.3	-1.0	x	-4.2	0.9	-0.2	-3.0	-0.8	0.4	1.4
C/C(=C\c1ccco1)C1C(C#N)=C(N)Oc2n[nH]c(-c3ccccc3)c21 (configuration not stated)	-1.7	-6.0	1.1	0.2	-23.6	0.0	-0.3	-2.8	0.1	0.3	-5.2
CC(=O)c1ccc(S(=O)(=O)NCC(=O)N2CCN(C/C=C/c3ccccc3)CC2)cc1	1.0	-3.8	1.0	-1.2	-9.4	-1.3	0.0	-3.3	-1.3	-2.2	-0.2
CCn1nc([N+](=O)[O-])c(C(C#N)c2nc3cc(C(F)(F)F)ccc3s2)c(Cl)c1=O (configuration not stated)	-17.6	4.6	-3.1	-0.3	-34.0	-5.0	-0.3	-2.0	-1.3	-1.0	1.2
CC(OC(=O)CNC(=O)c1ccc(Cl)c([N+](=O)[O-])c1)C(=O)NCc1ccco1 (configuration not stated)	0.5	-2.1	-0.2	0.5	0.5	1.0	0.1	-1.4	-0.1	1.4	-2.3
CC(COS(N)(=O)=O)Cc1ccc(C(F)(F)F)cc1 (configuration not stated)	1.2	-5.0	-2.2	-0.5	6.2	0.6	0.9	-1.5	-1.4	-0.5	0.8
CCCCCN(C(=O)NC(=O)NCCCC)S(C)(=O)=O	1.8	1.3	-1.1	-0.1	6.3	-1.1	0.1	-1.3	-0.2	0.1	-0.5
CC(=O)Nc1ccc(NC(=O)C2Cc3c(-c4cccc(NC(C)=O)c4)ccnc3O2)cc1 (configuration not stated)	1.8	7.4	2.6	x	-3.3	3.6	0.7	3.7	-1.2	-0.3	-3.3
Cc1cc(=O)[nH]c(N/N=C/CCc2ccccc2)n1	2.1	-4.8	-1.8	-0.6	1.4	-1.5	-0.1	2.1	-1.8	-0.6	-1.3
Cc1cc(OCC(=O)NCCc2c[nH]c3ccccc23)c2c(C)c(C)c(=O)oc2c1	-1.2	-21.6	0.5	-1.0	-34.3	2.8	-0.2	0.6	-1.3	-0.1	-16.7
O=C1C=CN2CCOCC2C1 (configuration not stated)	0.0	6.5	-1.7	1.6	0.8	0.1	0.0	-1.6	-1.1	0.1	3.5
CN1CCC(N(C)CC(=O)Nc2ccc3c(c2)OC(F)(F)O3)CC1	0.0	-3.2	-1.7	0.7	9.7	1.5	-0.7	-5.3	-1.2	-0.2	6.7
CCCn1nnnc1SCC(=O)N1C(C)CCCC1C (configuration not stated)	-1.0	4.5	-0.9	-0.7	3.5	0.6	-0.5	2.6	-1.4	-0.1	3.7
CSc1c(CN2CCN(C)CC2)c2ccccc2n1C	0.2	0.8	2.6	x	-2.9	-0.6	0.4	-1.0	-0.8	-0.5	-5.1
CC1(C)CC(=O)c2c(O)cc(OCC(=O)Nc3ccc(S(N)(=O)=O)cc3)cc2O1	0.9	-2.1	-1.2	1.2	-16.4	-2.8	-0.3	-1.1	-1.5	-0.6	-2.0
CC(=O)Oc1cccc(/C=C2\C=C(c3ccc(C)cc3)OC2=O)c1	-1.6	1.2	3.0	-1.3	-6.5	3.5	-0.1	2.0	-1.0	-0.1	0.9
Cc1ccc(S(=O)(=O)c2cc3c(=O)n4ccccc4nc3n(C3CCCCC3)c2=N)cc1	3.8	2.2	-2.6	-0.6	-0.5	0.0	-0.2	0.6	-0.8	-0.8	1.3
CC1(C(=O)Nc2cnc3ccccc3c2)CCN1CCOc1ccccc1 (configuration not stated)	0.7	-0.4	-2.0	x	-2.2	-0.7	-0.6	-4.1	-1.4	-0.9	4.1
CCC(C)NC(=O)c1cnn2c1NC(c1cccs1)CC2C(F)(F)F (configuration not stated)	-0.9	-7.3	-0.8	0.1	-11.8	-0.3	0.2	0.7	-1.4	-0.1	4.1
Clc1cc2nc3ccccn3c2cc1Cl	2.7	1.5	0.3	0.2	-4.8	4.2	11.4	5.4	-0.9	1.9	3.9
CC(C)(C)c1nnc2sc(SCC(=O)N3CCCCC3)nn2c1=O	0.6	2.5	-0.4	-0.6	-2.5	-3.2	-0.7	5.1	-1.5	-1.0	2.2
O=C1c2ccc(-c3ccc(Cl)c(C(F)(F)F)c3)cc2S(=O)(=O)c2cccc(C(=O)N3CCN(c4ncc(Br)cn4)CC3)c21	0.1	3.7	-0.1	1.9	-7.2	-0.1	-0.3	1.2	-1.1	-0.1	1.1
CCOc1ccc2ccccc2c1C(=O)N[C@@H]1C(=O)N2[C@@H]1SC(C)(C)[C@@H]2C(=O)O	0.4&2.9	1.9&8.2	1.1&-0.5	1.6&-1.1	-5.1&-12.0	1.7&-1.3	0.8&0.9	-2.8&1.1	-1.3&-1.2	0.5&-0.1	-0.9&4.9
COc1ccc(N2C(=O)C3C(C2=O)C(C(=O)c2ccccc2)N2CCCC32)cc1 (configuration not stated)	2.2	-3.5	1.8	-1.0	-1.8	-0.3	-1.0	1.0	-0.5	-0.7	-5.3
CC(C)c1cc(=O)n2[nH]c(SCc3ccccc3)nc2n1	2.2	-4.3	-0.1	-0.2	-1.8	-1.4	-0.2	4.6	-1.2	-0.1	-4.7
COc1ccc(CNC(=O)CCS(=O)(=O)c2ccc3c(c2)NC(=O)CS3)cc1	0.2	0.8	-1.4	-0.2	-0.6	-1.6	-0.1	-1.8	-0.8	-0.4	2.9
COc1ccc(C(=O)NC2CCCc3ccccc32)cc1[N+](=O)[O-] (configuration not stated)	-4.8	-5.2	1.1	-2.7	2.1	1.6	0.4	-0.2	-0.8	-1.4	-1.4
CN(C)S(=O)(=O)c1cccc(NC(=O)Cc2ccc(Cl)cc2)c1	1.2	1.0	-1.6	-0.5	-18.1	-4.5	-0.8	-0.3	-2.3	-0.7	0.5
C#CCNC(=O)C[C@@H]1C(=O)N(Cc2ccc(OC)cc2)C2=CCN(C(=O)OC(C)(C)C)C[C@]21C(=O)OCC	x	-0.3	-0.5	x	0.2	1.1	-0.1	-1.6	-1.1	0.1	0.1
CC1=CC(C)(C)NC(=S)N1c1ccc(C)c(C)c1	0.8	-3.9	-0.9	-1.0	10.2	2.3	0.4	-3.3	-1.6	-0.8	-2.4
COc1ccc(NC(=O)c2ccccc2)cc1NS(=O)(=O)c1ccc(F)cc1	0.5	2.5	-2.4	-0.4	-12.3	-2.2	-0.4	-1.1	-0.8	-0.4	1.8
Cc1cc(C)nc(SCc2ccccc2C#N)n1	-0.5	9.1	-1.9	0.2	0.6	1.1	-0.3	-2.9	-1.2	0.1	2.3
COc1ccc(C)cc1NC(=O)CNC(=O)c1sc2ccccc2c1Cl	4.0	-3.0	2.5	1.7	6.4	1.3	0.6	-2.2	0.2	2.4	1.9
CCOC(=O)N1CCN(C(=O)C[C@@H]2C[C@@]3(C(=O)OCC)CCCC=C3N(Cc3ccccc3)C2=O)CC1	x	-5.0	-0.9	x	-9.5	-0.2	0.0	-1.0	-1.4	0.2	2.0
CCCNc1cc(=O)n(C)c(=O)n1C	-0.7	1.6	-1.6	-1.2	5.4	0.0	-0.3	1.1	-1.0	0.3	2.8
O=C(O)COc1ccccc1/C=N/NC(=O)Cc1ccccc1	-1.4	4.2	-1.0	1.2	0.9	-0.8	0.4	-0.1	-1.4	-0.4	0.2
Cc1cccnc1NC(=O)C(C)Oc1ccccc1 (configuration not stated)	-1.1	5.9	-1.8	-0.1	-6.6	0.1	0.1	-0.6	-0.7	-0.2	9.2
N#Cc1ccccc1S(=O)(=O)N1CCN(C(=O)[C@@H]2CCCN2C(=O)c2cccs2)CC1	-0.4	-1.1	1.6	-1.1	13.2	-4.0	0.1	-3.1	-1.7	-0.8	3.4
Cc1cc(Nc2ccc(Br)cc2)n2nc(C)nc2n1	-0.5	5.6	-0.8	1.5	10.2	-3.2	0.7	-1.5	-2.1	-0.6	6.0
CC(=O)Nc1ccc(S(=O)(=O)N2CCN=C2c2ccccc2)cc1	1.6	2.0	-1.3	1.6	1.0	-1.2	-0.1	1.1	-0.4	0.2	0.2
COc1cccc(C=Nc2ccccc2C#N)c1O	2.2	1.2	4.0	0.3	6.3	1.0	0.5	-1.6	2.1*	0.5	-1.5
Cc1ccc(-n2c(C)cc(/C=C(\C#N)C(=O)NCC3CCCO3)c2C)cc1 (configuration not stated)	8.7*	0.6	2.7	2.4	-7.9	9.2	0.3	6.8	-0.6	1.3	3.2
CC1=C(C(=O)N2CCOCC2)CC(CC(=O)NC(c2ccccc2)c2ccccc2)C(=O)N1CCCN1CCCC1=O (configuration not stated)	1.8	-0.3	-0.6	-0.1	3.0	-0.3	-0.2	-2.4	0.1	-0.4	7.1
O=C(COc1ccc(Cl)cc1)Nc1nnc(-c2ccco2)o1	-0.2	1.0	1.7	-0.1	-1.3	-1.4	-0.4	-0.9	-0.4	-0.4	-0.5
c1ccc(CSc2nnc(-c3c[nH]c4ccccc34)o2)cc1	2.2	1.4	0.1	0.8	-17.1	6.0	0.9	5.8	-0.4	0.9	5.3
COc1ccccc1OCC(=O)NNc1c2ccccc2nc2ccccc12	0.6	3.0	-3.0	-2.0	3.9	-4.1	7.2	-2.6	-2.4	-1.2	-0.6
COc1cc(OC)cc(C(=O)OCC(=O)Nc2sccc2C(N)=O)c1	-1.7	-5.1	-0.7	0.3	-11.4	-2.5	0.4	-1.0	-2.8	-1.7	-2.4
Nc1ccc(SC(F)(F)F)cc1	0.6	-8.7	0.0	-0.2	-1.0	0.0	-0.1	4.0	-1.2	0.0	-0.5
Cc1ccc(C(=O)N/N=C/c2ccc([N+](=O)[O-])s2)cc1	-15.2	-7.2	-6.8	-5.4	-2.8	-14.5	-0.6	-10.0	-3.1	-2.2	-3.2

An unsorted share of the library; about 6.7% have a hit in one of these screens.
